# High-throughput results as filed in PubChem.
# bub3 – NCI yeast anticancer drug screen, S. cerevisiae bub3 mutant strain; 78,000 tested, 9.9% active; % growth inhibition at 50 µM;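 further: 0% = growth of vehicle-only cultures of the same strain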
#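 Readout: yeast growth inhibition, expressed relative to vehicle-only wells. The test organism is a mutant strain from a panel with lesions in DNA repair or checkpoint genes.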
# yeast mec2-1 – NCI yeast anticancer drug screen, S. cerevisiae mec2-1 strain; % growth inhibition at 50 µM; 79,000 tested, 9% active; AID 157;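 further: 0% = growth of vehicle-only cultures of the same strain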
#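 Test agents were screened against the mec2-1 yeast strain, with defined DNA repair or cell cycle alteration. Growth was scored as inhibition against vehicle-only controls.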
# mlh1 rad18 – NCI yeast anticancer drug screen, S. cerevisiae mlh1 rad18 strain; 79,000 tested, 11% active; % growth inhibition at 50 µM; AID 175;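 further: 0% = growth of vehicle-only cultures of the same strain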
#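 Vehicle-treated cultures served as the reference for growth inhibition in a yeast strain carrying DNA damage repair alterations exposed to each compound.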
# sgs1 mgt1 – NCI yeast anticancer drug screen, S. cerevisiae sgs1 mgt1 strain; growth inhibition, % at 50 µM; 78,000 tested, 10% active;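 further: 0% = growth of vehicle-only cultures of the same strain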
#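 Mutant yeast exposed to compound; growth scored against vehicle-only wells.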
# yeast cln2 rad14 – NCI yeast anticancer drug screen, S. cerevisiae cln2 rad14 strain. % growth inhibition at 50 µM. 78,000 tested, 8.3% active;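 further: 0% = growth of vehicle-only cultures of the same strain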
#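 Relative to vehicle controls, growth inhibition of compound-treated cln2 rad14 yeast was recorded.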
# yeast rad50 – NCI yeast anticancer drug screen, S. cerevisiae rad50 strain; % growth inhibition at 50 µM; 79,000 tested, 10% active; AID 155;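 further: 0% = growth of vehicle-only cultures of the same strain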
#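 Growth of the mutant yeast was measured after compound exposure and referenced to vehicle-treated cultures.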
# An asterisk follows results filed as active; & = joins results of further samples. No stated cut-off is given here; in the data, active means growth inhibition above about 70%; inactive means the rest.
molecule,bub3,yeast mec2-1,mlh1 rad18,sgs1 mgt1,yeast cln2 rad14,yeast rad50
CC(=O)Nc1cccc(OCOc2ccc([N+](=O)[O-])cc2)c1,23,20,41,30,-3,-5
Cc1cc2c([N+](=O)[O-])cccc2cn1,-6,18,8,7,-3,12
O=C(O)c1ccccc1-c1ccccc1[N+](=O)[O-],-7,6,-11,6,-11,10
CC(=O)c1ccc(N2CCCCC2)cc1,40,-12,-14,5,-3,-8
CC(=O)C(C)(O)C(OP(=O)(O)O)c1ccccc1 (stereo not drawn),-11,-10,4,5,-37,1
CC12C=CCCC1CC(=O)CC2 (stereo not drawn),-9,-6,7,-3,-20,15
CC(=O)O[C@H]1C(N(C)C(=O)c2ccccc2)CC[C@]2(C)C3CC[C@@]4(C)C(CC(O)[C@@H]4C(C)N(C)C)[C@@H]3CCC12 (stereo partly drawn),-14,-26,-12,-19,-17,-25
CN(CC1CCCCC1=O)CC1CCCCC1=O (stereo not drawn),19,10,-4,-11,-9,9
CC(C)CC(NC(=O)CCCCCl)C(=O)O (stereo not drawn),-3,-5,6,0,3,-2
CC1=NN(C(=O)CC(=O)NC(=O)/C=C\c2ccccc2)C(=O)C1N=Nc1ccc([N+](=O)[O-])cc1 (stereo not drawn),79*,78*,77*,65,51,59
CN1CCC(O)CC1,6,-23,-3,-11,0,8
CC1(C)COC(c2ccc3c(c2)OCO3)N1 (stereo not drawn),-10,-8,1,-6,-20,0
CN(C)c1ccc([N+](=O)[O-])cn1,-31,-37,-10,-17,11,-24
O/N=C(/c1ccccc1)n1nnc2ccccc21,-14,4,-7,14,-37,-7
Cn1cnc([N+](=O)[O-])c1Sc1nc(N)nc2c1ncn2C1OC(CO)C(O)C1O (stereo not drawn),14,20,-8,16,25,-9
CC1(C)N=C(N)N=C(N)N1c1ccc2ccccc2c1,17,-21,13,12,10,-4
O=C1NC(=O)C2(CCCC2)N1,7,8,-38,3,-74,-9
CCOC(=O)C(=NNc1ccccc1)C(=O)OCC,47,33,63,42,-15,42
O=C(NNC1=NCCN1)c1ccco1,-2,-21,-2,-10,-32,-8
CC(=O)OCC1OC(n2c(C)cc(C)c(C#N)c2=S)C(OC(C)=O)C(OC(C)=O)C1OC(C)=O (stereo not drawn),-6,17,32,-5,-15,21
COc1ccc2c(c1)CCc1c-2nc(N)nc1-c1nc(N)nc2c1CCc1cc(OC)ccc1-2,-7,10,1,-26,-1,-16
O=C(Nc1cccc2ccccc12)ON1C(=O)c2ccccc2C1=O,-6,-40,-2,0,12,-7
C[N+]1(Cc2ccco2)CCCCC1,9,10,-7,0,-14,-13
NS(=O)(=O)c1ccc(NC(NC(=O)C(C(F)(F)F)C(F)(F)F)(C(F)(F)F)C(F)(F)F)cc1,5,15,-1,-6,-8,17
C=CCNC(=O)NC1=CSC2=NC(=O)C3(NN12)c1ccccc1-c1ccccc13,76*,68,82*,82*,73*,77*
CCN(CC)[Si](C)(C)C,-22,0,-24,-9,-7,-24
CC(=O)/C(=C/n1ccc(=O)[nH]c1=S)C(=O)Nc1ccccc1,-13,-20,-22,-19,11,-23
CC1=CC(=O)/C(=C/n2c(=S)[nH]c3ccccc32)C(=O)O1,-3,-33,9,12,8,-12
CCCN=C(N)C(C)=O,15,-5,2,-11,5,6
Clc1ccc(C2=NOC(C3CCCCC3)C2)cc1 (stereo not drawn),0,0,32,-8,2,5

# Gathered by group: the entries above with a furan ring, fused or not (2)
molecule,bub3,yeast mec2-1,mlh1 rad18,sgs1 mgt1,yeast cln2 rad14,yeast rad50
O=C(NNC1=NCCN1)c1ccco1,-2,-21,-2,-10,-32,-8
C[N+]1(Cc2ccco2)CCCCC1,9,10,-7,0,-14,-13

# Returning to the listing with the five entries that preceded the break.
molecule,bub3,yeast mec2-1,mlh1 rad18,sgs1 mgt1,yeast cln2 rad14,yeast rad50
CCN(CC)[Si](C)(C)C,-22,0,-24,-9,-7,-24
CC(=O)/C(=C/n1ccc(=O)[nH]c1=S)C(=O)Nc1ccccc1,-13,-20,-22,-19,11,-23
CC1=CC(=O)/C(=C/n2c(=S)[nH]c3ccccc32)C(=O)O1,-3,-33,9,12,8,-12
CCCN=C(N)C(C)=O,15,-5,2,-11,5,6
Clc1ccc(C2=NOC(C3CCCCC3)C2)cc1 (stereo not drawn),0,0,32,-8,2,5
CC1(C)Oc2ccc3c(=O)cc(-c4ccccc4)oc3c2C1C(=O)O (stereo not drawn),10,-14,-24,-19,-23,5
CSC1C(=O)Nc2ccc(Cl)cc21 (stereo not drawn),-9,-21,-3,-5,-11,-13
C(=N\N1CCN(/N=C/c2ccc3ccccc3n2)CC1)/c1ccc2ccccc2n1,2,13,32,12,26,38
Nc1ccc([N+](=O)[O-])cc1F,4,-9,-1,-10,-21,-19
Cc1c(N=Nc2ccccc2)c(C)n(C2OC(CO)C(O)C(O)C2O)c(=S)c1C#N (stereo not drawn),-8,7,23,61,18,-4
CNc1nc(NC)nc(N(C)C)n1,-18,-1,0,-14,-42,4
CC1(C)CC2(C)OC3(C)CC(C)(C)OC3(C)OC2(C)O1 (stereo not drawn),22,6,-10,9,-34,0
CN(C)CCNc1ccc(NCC[N+](C)(C)Cc2ccc([N+](=O)[O-])cc2)c2c1C(=O)c1c(O)ccc(O)c1C2=O,54,47,37,58,56,39
N#CCCN(CCC#N)c1ccc(/C=C2\N=C(COc3ccc(Cl)cc3Cl)OC2=O)cc1,7,-10,-4,-15,1,-13
CC1=NC(C)(COC(=O)C2(C)NC(C)(CO)CO2)COC1=O (stereo not drawn),11,4,-5,-13,13,7
CCCCOc1ccc(CN2CCOC2=O)cc1,6,18,55,11,28,39
CCCNC(=O)OCc1ccc(NCCN(CC)CC)c2c(=O)c3ccccc3sc12,-31,-24,1,-9,10,69
CC(C)=C(C=O)CCC(C)C,7,-23,-15,-5,13,-12
CN1C(c2ccccc2)=C(C#N)C(=O)CC(c2ccc(Cl)cc2)N1C (stereo not drawn),-16,0,3,-5,-16,-8
CC1(C)C(=O)C(C)(C)C(=O)C(C)(C)C1=O,11,-16,0,5,17,2
NC(=O)COc1ccccc1,0,-9,28,-1,15,-14
O=C(O)CCNc1ncc2c(n1)-c1ccccc1OC2,-34,64,-19,-32,-26,34
O=c1cnn(C2OC(C(O)CO)C(O)C2O)c(=O)[nH]1 (stereo not drawn),-11,-82,-18,-9,-28,-7
CC(=O)NC(C(=O)O)=C(C)C,2&8,-6&-8,28&-5,14&-1,17&-17,18&-9
CCOC(=O)NC1C2CC(=O)OC(O2)C1OC(C)=O (stereo not drawn),16,5,42,2,11,25
CCCN(CCC)CC(C)=O,3,-6,4,7,8,3
Cc1csc(=S)n1C,-12,-3,0,-18,-6,-15
O=C(Nc1ccc(-c2cn3ccccc3n2)cc1)c1cc(Br)ccc1O,-24,-29,-30,-14,40,-22
CC1=CC2=C(OCO1)C(=O)c1ccccc1C2=O,44,15,9,-22,-17,7
Cc1ccc(N=c2cc(-c3ccccc3)oc3ccccc23)cc1,13,-1,20,12,4,12
CC(=O)OC1CCC2(C)C(CCC3C2CCC2(C)C3CC3OC(CCC(C)C4SCCS4)C(C)C32)C1 (stereo not drawn),6,-2,-8,0,-11,-44
Nc1nc2c3nc(Nc4ccccc4)sc3nc(=S)n2c2sc(Nc3ccccc3)nc12,0,9,20,12,-1,4
Nc1ccc2c3c(cccc13)C(=O)OC2=O,24,16,36,29,0,26
CC(C)N1C(=O)c2cccc3c(Br)ccc(c23)C1=O,99*,99*,98*,97*,98*,98*
[Cl-].[La+3].[O-]/N=C(\c1ccccc1)c1ccccn1.[O-]/N=C(\c1ccccc1)c1ccccn1.[O-]/N=C(\c1ccccc1)c1ccccn1,67,40,59,43,43,63
C=C1C(=O)OC2C1CC1OC2C(C)CCC/C(C)=C\CCC1(C)O (stereo not drawn),92*,93*,93*,94*,92*,93*
Cc1ccc(Cl)cc1NC(=O)C(Br)C(Br)c1ccccc1 (stereo not drawn),0,-8,6,12,1,21
Cc1ccc(S(=O)(=O)CN(CN2C(=O)CCC2=O)c2ccc(Cl)cc2)cc1,-3,3,-44,-10,37,-2
COc1ccc(CCl)cc1[N+](=O)[O-],5,6,9,0,-8,12
COCC(C)OC(=O)c1ccccc1Cl (stereo not drawn),21,10,24,6,3,8
CC(=O)Oc1ccc(OC(C)=O)c2cc3ccccc3cc12,-13,-29,-20,-33,-7,-28
C1CCCc2c(-c3noc4c3CCCCCC4)noc2CC1,-24,-10,26,1,4,18
CCC1(C)CCC(C)(CC)c2cc(C)ccc21 (stereo not drawn),8,9,26,-7,-17,10
O=P(c1ccccc1)(c1ccccc1)c1ccc2c(c1)OCCOCCOCCOCCO2,-3,-8,22,0,5,-1
CC1CC(C[N+](=O)[O-])CC2(C1)OCCO2 (stereo not drawn),-29,-25,-5,-29,5,-2
CCOC(=O)C(NC(C)=O)C(O)c1ccc(Cl)cc1Cl (stereo not drawn),-9,3,20,0,-46,18
CCCNc1ccc2c(c1)C(=O)c1ccccc1-2,-1,-1,-2,0,-6,-4
C/C=C\c1noc2c1C(=O)OC(C)C2 (stereo not drawn),22,23,18,40,14,49
CCCCCCCCCCCc1noc2c1C(=O)C(O)CC2 (stereo not drawn),-69,-3,5,-1,40,37
C=C(C)C(O)C(O)c1c(OC)ccc2ccc(=O)oc12 (stereo not drawn),-6,-4,-4,-51,14,-4
Nc1nc2nsnc2nc1N,1,12,24,14,-58,2
CN1CCN(CC(=O)c2c(-c3ccccc3)[nH]c3ccccc23)CC1,-10,16,8,9,33,33
O=C1CCNC(=O)N1OS(=O)(=O)c1ccccc1,-4,-24,14,14,-38,5
O=C1Nc2cc(Cl)ccc2N=CC1NC(=O)C(c1ccccc1)c1ccccc1Cl (stereo not drawn),-7,-12,-18,-6,-16,-33
CC(C)(C)N1CC(C(O)c2ccccc2)C1c1ccccc1 (stereo not drawn),-11,0,-2,-17,-14,-8
c1cc(C2CCCCC2)ccc1-c1ccc(C2CCCCC2)cc1,-11,-27,-26,-8,-14,-10
O=C1c2cc([N+](=O)[O-])ccc2-c2cc([N+](=O)[O-])ccc21,91*,93*,74*,93*,68,91*
CCCCCCCSc1nc2ccc(N=Cc3ccccc3O)cc2s1,-1,-6,-24,-17,-3,-10
C=C(Br)COc1ccc2c(C)cc(=O)oc2c1,69,26,50,75*,36,68
O=CNCC(=O)O,-3,-4,8,-16,-1,16
CCCCc1c(O)c2c(=O)[nH]c(C)nc2oc1=O,-32,-6,11,-10,-13,-10
N#CC1CCC[N-]C1.N#CC1CCC[N-]C1.[Cl][Pt+2][Cl] (stereo not drawn),4,5,42,32,21,51
C[Si](C)(C)c1ccc(CC(=O)O)cc1,-11,5,8,17,22,5
Cc1cc2ccccc2n1CC(=O)N1CCCC1,16,-29,-12,-24,1,-15
O=c1[nH]c(-c2ccccc2)nc2[nH]ncc12,-7,-11,6,23,9,-3

# Additional structures
molecule,bub3,yeast mec2-1,mlh1 rad18,sgs1 mgt1,yeast cln2 rad14,yeast rad50
CC1=Nc2nc3ccccc3n2C(C)(C)C1,0,19,-34,12,-4,15
C[C@H]1CC[C@@H](C(C)(C)O)CC2=C1CC[C@@H]2C,-11,-44,-26,-13,0,0
O=C1CC2C1C1C=CC2n2c(=O)n(-c3ccccc3)c(=O)n21 (stereo not drawn),2,9,15,14,6,-12
Nc1nc2c(c(=O)[nH]1)CN(CCCN1CCOCC1)CN2,-30,-26,0,-19,68,-36
CC(=O)Oc1cc(C)ccc1C,-22,0,0,-18,-55,-3
CC1(C(=O)O)CC(Cl)=CCC1C(=O)O (stereo not drawn),-20,-10,-13,3,-6,-4
CC(=O)N(Cc1ccccc1)C(CC(=O)NCc1ccccc1)C(=O)O (stereo not drawn),8,-7,16,10,-39,-11
N#C/C(=C/n1c(=S)sc2ccccc21)c1nc2ccccc2s1,23,15,31,50,25,12
COc1ccccc1NC(=S)N/C=C(\C#N)c1nc2ccccc2s1,2,6,-3,-9,3,-28
CNc1c(F)cc(N=Nc2ccccc2)cc1F,-4,-8,10,30,-21,15
CCn1c2ccccc2c2cc(N)c(N=Nc3cccc4ccccc34)cc21,18,32,36,51,-11,49
